From PubChem
Shn3 inh set2: Schnurri-3 reporter inhibition in Clone20 osteoblasts; Clone20 osteoblast Shn3 3'UTR firefly luciferase, 24 h; inhibition, % at 12.5 µM; 0.52% of 360,000 active; AID 588674;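 active means mean inhibition of at least 75% with every replicate also reaching 75%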;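 further: 0% = median of neutral control wells and 100% = pilot-screen positive control compound; some compounds past the cut are filed as inactive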
NR2E3 ag-1: agonists of human NR2E3 nuclear receptor; 0.35% of 360,000 active; AID 602229; Q9Y5X4; CHO-S Gal4-NCOR/VP16-NR2E3 two-hybrid, luciferase; inhibition of corepressor binding, % at 3.98 µM;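 active means inhibition above the mean of all tested compounds plus 3 SD, cut at about 70% in these data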;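 further: 0% = DMSO with NR2E3 transfected cells and 100% = cells lacking NR2E3 construct; higher means lower luciferase signal from less NR2E3 corepressor binding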
Target sequence (Q9Y5X4 whole entry, looked up, the tested form may be a part): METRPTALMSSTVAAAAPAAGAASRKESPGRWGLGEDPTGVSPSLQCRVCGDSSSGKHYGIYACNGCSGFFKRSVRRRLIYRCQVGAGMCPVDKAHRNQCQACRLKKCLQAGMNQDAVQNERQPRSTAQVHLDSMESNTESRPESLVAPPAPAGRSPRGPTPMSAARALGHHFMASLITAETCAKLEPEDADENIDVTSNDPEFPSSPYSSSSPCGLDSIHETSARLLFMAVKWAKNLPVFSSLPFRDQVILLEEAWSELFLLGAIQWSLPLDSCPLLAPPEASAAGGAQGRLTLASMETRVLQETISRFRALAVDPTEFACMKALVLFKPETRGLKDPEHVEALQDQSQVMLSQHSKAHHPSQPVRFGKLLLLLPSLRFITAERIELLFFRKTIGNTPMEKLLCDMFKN
hiPSC survival: enhancers of human iPSC single-cell survival; hiPSC single-cell survival, ATPlite luminescence; 100% = ROCK inhibitor wells, 0% = DMSO; survival enhancement, % at 20 µM; 0.044% of 360,000 active; AID 602274; in the data active means survival enhancement above about 18%;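 further: cells exposed to compounds for 16 hours before the ATP read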
Peg3 promoter: reduces Peg3 promoter-driven luciferase expression in HeLa; HeLa PEG-Prom luciferase reporter, luminescence, overnight; inhibition, % at 20 µM; 1.7% of 360,000 active;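 active means inhibition of at least 50% at 20 µM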
HIF-2a block: inhibitors of HIF-2a; 786-0 RCC cells HIF-2a reporter, luciferase luminescence, overnight; inhibition, % at 18.8 µM; 0.72% of 360,000 active;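 active means inhibition of the luminescence signal of 40% or more relative to plate controls, in a single-dose primary screen at 18.75 µM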
NR2E3 ag-2: agonists of human nuclear receptor NR2E3; 0.12% of 320,000 active; Q9Y5X4; inhibition of corepressor binding, % at 4.78 µM; GST-NR2E3/biotin-RetCOR TR-FRET, 1536-well; AID 2300;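 active means percent inhibition above the cutoff of mean plus 3 SD of all tested compounds, set per screening campaign, cut at about 20% in these data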;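 further: 0% = DMSO wells and 100% = biotin wells as full block of FRET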
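System: GST-NR2E3 and biotin-RetCOR proteins; probe or stimulus: 7 nM biotin-RetCOR; doses: compound at 4.8 µM, single dose; schedule: Compound–protein incubation for 5 h at 4 °C; detection: time-resolved FRET; read-out: percent inhibition; controls: biotin wells as high control, 0.6% DMSO wells as low control; format: 1536-well plates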
MITF TRPM1 inh: inhibitors of MITF-driven TRPM1 promoter in melanoma cells. SK-MEL-5 TRPM1 promoter luciferase, 24 h. inhibition, % at 12.5 µM. 0.83% of 330,000 active. AID 488899;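 active means mean inhibition across replicates of 60% or more, whatever share of single replicates reaches that level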; further: values of inactives mirror those of a sister screen read the other way
CF NFkB block: cystic fibrosis NF-kB activation inhibition; KKLEB NF-kB-GFP reporter, PAF-induced, GFP fluorescence overnight; inhibition, % at 5 µM; 0.86% of 360,000 active; AID 588850;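 active means at least 50% inhibition at 5 µM, scaled per plate between neutral and stimulator controls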;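 further: PAF is a Pseudomonas aeruginosa culture filtrate used as stimulus; plate controls were PAF-stimulated DMSO wells for no effect and unstimulated DMSO wells for full effect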
KKLEB tox: reduces viability of KKLEB cystic fibrosis airway cells | 0.36% of 360,000 active | AID 602141 | activity change (cytotoxicity), % at 5 µM | KKLEB CF airway cells viability, ATPlite luminescence, overnight; stronger effect = lower value; cells stimulated with P. aeruginosa culture filtrate;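 active means corrected activity change at or below -50% at 5 µM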
TRAIL sens C8: caspase-8 TRAIL sensitization. inhibition (viability loss, TRAIL sensitization), % at 10 µM. AID 624354. 1% of 360,000 active. NB7+C8 cells + TRAIL, ATPlite viability luminescence;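 active means compounds causing at least 50% loss of cell viability in the single-dose screen, relative to plate controls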
EBV LMP1 NFkB: reduces LMP1-driven NF-kappaB luciferase signal. inhibition, % at 12.5 µM. LMP1-induced NF-kappaB luciferase reporter cells, luminescence. AID 504558. 0.69% of 350,000 active; in the data active means inhibition above about 41%;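 further: 0% = neutral control wells and 100% = reference inhibitor control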
The depositor's hits bear a star; nt = no result given.

Keys: A = Shn3 inh set2; B = NR2E3 ag-1; C = hiPSC survival; D = Peg3 promoter; E = HIF-2a block; F = NR2E3 ag-2; G = MITF TRPM1 inh; H = CF NFkB block; I = KKLEB tox; J = TRAIL sens C8; K = EBV LMP1 NFkB
> CCCNS(=O)(=O)c1ccc(CCC(=O)N2CCN(c3ccc(OC)cc3)CC2)cc1
  A: 17	B: 6	C: 1.1	D: 6	E: 13	F: 5	G: 11	H: -3	I: 7	J: 8	K: 10
> CC(C)(C)C1CCc2onc(C(=O)Nc3cnn(Cc4ccc(F)cc4)c3)c2C1 (stereo not given)
  A: 19	B: 3	C: -1.8	D: 14	E: -28	F: 3	G: 8	H: 4	I: -6	J: 6	K: 6
> O=C(/C=C/c1ccc(-c2ccccc2[N+](=O)[O-])o1)c1ccc(F)cc1
  A: -9	B: -28	C: -2.9	D: -37	E: -99	F: 1	G: -15	H: 17	I: -19	J: -1	K: 2
> CN(C)/C(=N\S(=O)(=O)c1ccccc1)c1ccccc1
  A: -7	B: -17	C: -0.5	D: 21	E: 12	F: 3	G: -10	H: -13	I: 4	J: 19	K: 0
> O=[N+]([O-])c1ccc(SNc2ccccc2)c([N+](=O)[O-])c1
  A: -14	B: 1	C: -2.7	D: 2	E: 12	F: nt	G: -6	H: -2	I: 3	J: -4	K: 9
> COc1ccc(N2CC(NC(=O)NC(C)(C)C)CC2=O)cc1 (stereo not given)
  A: 23	B: 21	C: -0.8	D: -2	E: 20	F: 5	G: 14	H: 8	I: -2	J: -1	K: -1
> O=C(Nc1ncnc2c1CCC2)C12CC3CC(CC(C3)C1)C2
  A: 12	B: -4	C: -2.6	D: 5	E: -1	F: 1	G: 16	H: 16	I: -5	J: 10	K: -1
> Cc1ccc(C2=N/C(=C\c3ccc(F)cc3)C(=O)N2)cc1
  A: -48	B: -37	C: 0.3	D: -63	E: -115	F: 7	G: -46	H: 11	I: -14	J: -10	K: -13
> CC(CC(=O)N1CCN(c2ccccc2)CC1)S(=O)(=O)c1ccc2c(c1)NC(=O)CS2 (stereo not given)
  A: 6	B: -26	C: -0.5	D: 11	E: 7	F: -2	G: 2	H: 3	I: 7	J: 23	K: -1
> COc1ccc(/C=C2\S/C(=N/S(=O)(=O)c3cccs3)NC2=O)cc1
  A: 11	B: 5	C: -0.4	D: 22	E: 12	F: 1	G: 1	H: 3	I: -4	J: -5	K: -1
> O=C1CCC(c2ccc(-n3ccnc3)cc2)=NN1
  A: 14	B: -39	C: -0.1	D: -2	E: 5	F: 3	G: -2	H: 4	I: 2	J: -9	K: 7
> CC(Cc1ccccc1)NC(=O)C1(c2ccccc2)CCOCC1 (stereo not given)
  A: -9	B: -6	C: -1.3	D: 14	E: 16	F: -1	G: -3	H: 5	I: -18	J: 1	K: 1
> O=C1CCC(c2ccccc2)=NN1
  A: -1	B: 10	C: 0.3	D: -9	E: 8	F: 1	G: 0	H: 28	I: 2	J: 3	K: 2
> COc1ccc(CCNC(=O)CSc2ccc3nnc(CCNC(=O)c4ccc(C)cc4)n3n2)cc1OC
  A: -3	B: -4	C: 0.5	D: 1	E: 8	F: 0	G: 14	H: -2	I: -8	J: 2	K: -2
> CN(CC1CCOCC1)C(=O)CC1C(=O)NCCN1Cc1cccc(Oc2ccccc2)c1 (stereo not given)
  A: 4	B: 29	C: -0.2	D: 12	E: 10	F: -2	G: nt	H: 17	I: -11	J: -3	K: 0

The list goes on:
Keys: A = Shn3 inh set2; B = NR2E3 ag-1; C = hiPSC survival; D = Peg3 promoter; E = HIF-2a block; F = NR2E3 ag-2; G = MITF TRPM1 inh; H = CF NFkB block; I = KKLEB tox; J = TRAIL sens C8; K = EBV LMP1 NFkB
> Cc1ccc(S(=O)(=O)N2CCC(O)(c3cccnc3)CC2)cc1
  A: 1	B: -9	C: -0.4	D: 11	E: -4	F: -2	G: 1	H: -8	I: 5	J: 7	K: 1
> Cc1cccc(-c2nc(C#N)c(N3CCCCCC3)o2)c1
  A: -78	B: -89	C: -0.7	D: -198	E: -213	F: 2	G: -66	H: 10	I: 11	J: 11	K: -12
> CC1=C(C(N)=O)C(c2ccc(Cl)cc2)n2nc(CCCO)nc2N1 (stereo not given)
  A: -12	B: 17	C: 1.8	D: 8	E: 19	F: -1	G: -5	H: -17	I: -10	J: 1	K: -2
> COc1cccc(CNC(=O)CCc2nnc(C3CCCCC3)o2)c1
  A: -11	B: -6	C: 1.5	D: -11	E: -11	F: -1	G: -8	H: 1	I: 14	J: 14	K: 2
> COc1cc(-c2nc(CN(C)C(C)c3ccncn3)c(C)o2)ccc1F (stereo not given)
  A: -13	B: 16	C: -1.2	D: 6	E: 6	F: 0	G: 3	H: 11	I: 2	J: -5	K: -7
> Cc1ccccc1-c1nnc(SCC(=O)N(C)c2c(N)n(Cc3ccccc3)c(=O)[nH]c2=O)n1C
  A: 17	B: 11	C: 0.0	D: 7	E: 7	F: -5	G: 6	H: 32	I: 1	J: 2	K: -11
> O=C(c1ccc(Cl)cc1)N1CCN(c2cccc3[nH]ccc23)CC1
  A: -7	B: -4	C: -0.4	D: 28	E: 21	F: 0	G: -23	H: 3	I: -11	J: -4	K: -7
> O=C(Cc1csc(NC(=O)c2ccccc2)n1)NO
  A: -5	B: -1	C: -0.8	D: -7	E: -8	F: 2	G: 7	H: 22	I: -10	J: 11	K: -16
> COc1cc(NC(=O)c2cccs2)c(C(=O)OCC(=O)c2cc(C)n(-c3ccccc3)c2C)cc1OC
  A: 9	B: -21	C: -0.9	D: 59*	E: 23	F: 1	G: 64*	H: 15	I: -11	J: -7	K: 59*
> Nc1cc(Cl)ccc1C(=O)OCC(=O)NCc1cccs1
  A: -37	B: 5	C: -0.3	D: -95	E: -141	F: nt	G: -27	H: 1	I: -15	J: 15	K: -5
> CC(C)CC(=O)CC1(O)C(=O)Nc2ccccc21 (stereo not given)
  A: -7	B: 16	C: -0.5	D: 6	E: 9	F: 2	G: 7	H: -15	I: 17	J: 2	K: 5
> O=C(COC(=O)Cc1ccccc1F)Nc1ccc2c(c1)OCO2
  A: -3	B: -5	C: -0.3	D: -12	E: 7	F: -2	G: 9	H: 1	I: 8	J: -28	K: -4
> COc1cccc(CNC(=O)Cn2nc(-c3ccc(Cl)cc3)ccc2=O)c1
  A: 4	B: -16	C: -2.1	D: -10	E: -12	F: 0	G: 11	H: 6	I: -3	J: 1	K: 3
> Cc1cccn2c(CNCCCOc3cccnc3)c(C(=O)N3CCOCC3)nc12
  A: -20	B: 12	C: 0.5	D: 7	E: 17	F: 4	G: 2	H: -12	I: 2	J: -3	K: 1
> COc1ccc(C2C(CC(=O)O)=C(O)C(=O)N2c2ccccc2)cc1 (stereo not given)
  A: -6	B: -37	C: -1.2	D: -95	E: -92	F: -2	G: -17	H: -4	I: -1	J: 12	K: -7

Next structures follow.
Keys: A = Shn3 inh set2; B = NR2E3 ag-1; C = hiPSC survival; D = Peg3 promoter; E = HIF-2a block; F = NR2E3 ag-2; G = MITF TRPM1 inh; H = CF NFkB block; I = KKLEB tox; J = TRAIL sens C8; K = EBV LMP1 NFkB
> CCOc1ccc(-c2cc(CCCC(=O)NCc3ccco3)no2)cc1
  A: 22	B: -17	C: 0.1	D: -92	E: -11	F: 1	G: 12	H: 2	I: 5	J: 18	K: 14
> O=C1CCCN1c1ccc(S(=O)(=O)NCc2ccc(F)cc2)cc1
  A: 25	B: -4	C: -0.4	D: -2	E: 0	F: 5	G: 9	H: 19	I: -12	J: 3	K: 4
> CCN(CC(=O)Nc1ccc(NC(C)=O)cc1)C(=O)CN1C(=O)NC(C)(c2ccc3ccccc3c2)C1=O (stereo not given)
  A: 0	B: -4	C: 0.3	D: 4	E: 3	F: nt	G: -2	H: 6	I: -8	J: -23	K: -9
> CCOC(=O)C1CCCN(C(=O)c2cccc(S(=O)(=O)N(C)c3ccc(OC)cc3)c2)C1 (stereo not given)
  A: -4	B: -18	C: -0.4	D: 6	E: 16	F: nt	G: 0	H: 1	I: 17	J: -6	K: 9
> Cc1ccccc1OCC(=O)Nc1ccc2c(c1)C(=O)c1ccccc1C2=O
  A: -28	B: -55	C: -2.9	D: -181	E: -164	F: 3	G: -47	H: -16	I: -6	J: -5	K: -24
> O=C(c1cc(Cl)nc2ccccc12)N1CCN(S(=O)(=O)c2ccccc2[N+](=O)[O-])CC1
  A: 36	B: 7	C: -0.4	D: 23	E: 11	F: -1	G: 14	H: 18	I: -13	J: 1	K: 4
> COc1cccc(/C=C2\SC(=S)N(CCCC(=O)Nc3ccc(C(=O)O)cc3)C2=O)c1
  A: -6	B: 19	C: -0.4	D: -9	E: -25	F: 0	G: -6	H: -4	I: -3	J: 1	K: 5
> COC(=O)CSC(=S)N1C(C)CCCC1C (stereo not given)
  A: 14	B: 4	C: -1.5	D: 8	E: 19	F: 0	G: -2	H: -1	I: -2	J: -5	K: 13
> CCCCN(CC)C(=S)Nc1ccc2nc3n(c(=O)c2c1)CCCCC3
  A: 14	B: 0	C: -0.7	D: -9	E: 20	F: 0	G: 7	H: 0	I: 2	J: 5	K: -1
> CCc1ccc(/C=N/NC(=O)c2cc(C3CC3)nc3ccccc23)s1
  A: nt	B: -101	C: 0.3	D: 20	E: 17	F: -2	G: 23	H: -4	I: -11	J: 40	K: 13
> O=NN(Cc1cccnc1)C(=O)NC1CCCCC1
  A: 9	B: 15	C: -0.8	D: -2	E: -1	F: nt	G: nt	H: 18	I: -1	J: 6	K: nt
> Cc1cc(C)n2c(SCc3ccc(C#N)cc3)nnc2n1
  A: -66	B: -17	C: -1.0	D: 2	E: 16	F: 0	G: -1	H: -2	I: 2	J: -6	K: -17
> NC(=O)CSc1nnc(C2CC2)n1Cc1ccccc1
  A: 20	B: 6	C: 0.6	D: 18	E: 9	F: 0	G: 9	H: 7	I: 0	J: -9	K: 3

Looked up above.
Entry for `CCN(CC(=O)Nc1ccc(NC(C)=O)cc1)C(=O)CN1C(=O)NC(C)(c2ccc3ccccc3c2)C1=O` (stereo not given) under KKLEB tox: -8
Entry for `Cc1ccccc1OCC(=O)Nc1ccc2c(c1)C(=O)c1ccccc1C2=O` under KKLEB tox: -6
Entry for `Cc1cc(C)n2c(SCc3ccc(C#N)cc3)nnc2n1` under KKLEB tox: 2

A portion of the library (hit frequency here may not be typical).
